RECQ1 helicase = blocks DNA unwinding by human RECQ1; AID 2549; RECQ1 DNA unwinding, red fluorescence kinetic read; Potency, µM (top dose mostly 57.3 µM), without a hit: at the top dose activity, negative = inhibition, most hits filed as inhibitors; actives 0.54% (n = 240,000);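 note: plate controls were vehicle for no effect and no enzyme for full effect; nearly all actives have a fitted effect of over 30% in size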
Target sequence (P46063 whole entry, looked up): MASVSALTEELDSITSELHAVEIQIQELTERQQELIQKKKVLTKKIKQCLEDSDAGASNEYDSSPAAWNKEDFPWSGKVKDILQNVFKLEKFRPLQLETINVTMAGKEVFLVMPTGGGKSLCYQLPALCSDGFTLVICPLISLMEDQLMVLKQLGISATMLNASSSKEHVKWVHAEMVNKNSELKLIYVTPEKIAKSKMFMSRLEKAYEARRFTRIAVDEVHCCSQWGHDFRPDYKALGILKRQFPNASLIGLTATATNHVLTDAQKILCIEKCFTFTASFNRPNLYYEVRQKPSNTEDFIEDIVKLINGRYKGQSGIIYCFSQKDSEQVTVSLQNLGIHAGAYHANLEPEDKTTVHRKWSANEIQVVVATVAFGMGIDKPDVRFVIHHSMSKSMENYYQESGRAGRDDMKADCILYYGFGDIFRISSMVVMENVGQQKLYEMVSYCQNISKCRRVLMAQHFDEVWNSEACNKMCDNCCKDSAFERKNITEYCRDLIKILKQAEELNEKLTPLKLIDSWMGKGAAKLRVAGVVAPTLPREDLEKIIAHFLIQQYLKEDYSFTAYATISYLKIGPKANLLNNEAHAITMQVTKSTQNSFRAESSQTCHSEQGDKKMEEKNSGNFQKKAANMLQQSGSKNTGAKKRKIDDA
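RECQ1T1 50 nM; forked duplex (20 bp + 30-nt ss tails) 200 nM, ATP 2 mM final; pH 8.0, 2 mM MgCl2, 2.5 ug/ml poly(dI-dC); 15 min compound preincubation; discontinuous kinetic read over 2 h at RT.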
TexasRed fluor = Texas Red fluorescence interference in TRb-SRC2 counter-screen; TRb/SRC2 Texas Red total fluorescence interference; Potency, µM (series often up to 106 µM), without a hit: at the top dose fluorescence change, negative = quenching; actives 0.29% (n = 280,000); active = well fitted curve in either direction with a large enough effect; inconclusive = small, poorly fitted or top-dose-only effect; note: % is set by controls: 0 for no effect and ±100 for the full control effect
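Flags fluorescent or light-absorbing compounds by total fluorescence, S + 2P, at 555 nm excitation and 632 nm emission. Mixture: 20 nM Texas Red SRC2 peptide, 0.6 uM human TRb LBD, 1 uM T3, 5% DMSO; compound exposure 5 h at ambient temperature.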
LMNA splice mod = modulators of lamin A splicing; actives 0.01% (n = 200,000); AID 1487; Potency, µM (titrated, usually from 46.1 µM), without a hit: top-dose ratio change, negative = inhibition, most hits filed as inhibitors; HeLa LMNA splicing GFP/RFP minigene ratio, 48 h; active = well fitted inhibition curve with a large enough effect in the signal ratio, with a control signal flat, not every such curve was filed as active; inconclusive = small, poorly fitted or top-dose-only effect, or effect the other way, or a change in a side signal; the % refers to the signal ratio; note: % is set by controls: 0 for no effect and ±100 for the full control effect
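Read-out is the ratio of GFP to DsRed2 object intensity, acquired by 488 nm laser-scanning cytometry on HeLa lamin A-EGFP minigene reporter cells. Compound incubation 48 hrs at 37 °C in Opti-MEM with 2% FBS; DMSO 0.5% final.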
TRb-SRC2 inh = disrupts binding of human TR beta to SRC2; actives 0.065% (n = 280,000); TRbeta-SRC2 peptide binding, fluorescence polarization; receptor liganded with 1 µM T3; Potency, µM (top dose mostly 106 µM), without a hit: top-dose activity change, negative = inhibition, actives largely listed as inhibitors;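 note: plate controls were bound peptide for no effect and peptide without receptor for full effect; nearly all actives have a fitted effect of over 50% in size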
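Decrease in fluorescence polarization of 20 nM Texas Red SRC2 coactivator peptide flagged inhibition of its binding to 0.6 uM TRb LBD; 1 uM T3 included, incubation 5 hr, ex 555/em 632 nm.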
JMJD2E inh = JMJD2E (human) inhibition | JMJD2E catalytic domain, FDH-coupled NADH fluorescence (FDH is formaldehyde dehydrogenase) | actives 1.6% (n = 230,000) | B2RXH2 | Potency, µM (highest dose often 57.1 µM), inactives show at the top dose activity change, negative = inhibition, usual class: inhibitors; active = well fitted inhibition curve with a large enough effect, not every such curve was filed as active; inconclusive = small, poorly fitted or top-dose-only effect, or another doubt; inactive = no such curve, though single readings can be large or run the other way;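 note: 0% = wells with enzyme and -100% = buffer wells without enzyme; nearly all actives have a fitted effect of over 50% in size; many of its hits are not listed in these tables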
GoLoco inh red = blocks human Gai1 binding to RGS12 GoLoco peptide, red readout. P63096. Gai1:RGS12 GoLoco peptide FP, rhodamine, 10 min. Potency, µM (doses to about 61.6 µM), without a hit: top-dose activity, negative = inhibition, usual class: inhibitors. actives 0.44% (n = 230,000). AID 880; active = well fitted inhibition curve with a large enough effect, not every such curve was filed as active; inactive = no such curve, though single readings can be large or run the other way; note: % is set by controls: 0 for no effect and ±100 for the full control effect; nearly all actives have a fitted effect of over 30% in size; many of its hits are not listed in these tables
SMN2 splice up = increases expression of the SMN2 splice variant | HEK293 SMN2-luciferase splicing reporter, luminescence, 30-36 h | Potency, µM (titrated, usually from 46.1 µM), for inactives: at the top dose activity change, positive = activation, most hits filed as activators | actives 2.8% (n = 210,000); note: % of control where 0% means no effect; nearly all actives have a fitted effect of over 55% in size
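HEK293 cells carry an SMN2 […]–luciferase reporter in which exon 7 inclusion puts luciferase in frame. Cells were plated 10-12 h before compound addition, then incubated 30-36 h at 37C. ONE-Glo luminescence was read; sodium butyrate at 4.5 mM final served as control.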
ALDH1A1 block = blocks purified human ALDH1A1 activity. Purified ALDH1A1, NADH fluorescence, propionaldehyde substrate. AID 1030. actives 7.3% (n = 220,000). Potency, µM (series often up to 75.3 µM), for the others: at the highest dose activity, negative = inhibition, most hits filed as inhibitors; active = well fitted inhibition curve with a large enough effect, not every such curve was filed as active; inconclusive = small, poorly fitted or top-dose-only effect, or another doubt; inactive = no such curve, though single readings can be large or run the other way;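 note: plate controls were no enzyme wells and a reference inhibitor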
Target sequence (P00352 whole entry, looked up): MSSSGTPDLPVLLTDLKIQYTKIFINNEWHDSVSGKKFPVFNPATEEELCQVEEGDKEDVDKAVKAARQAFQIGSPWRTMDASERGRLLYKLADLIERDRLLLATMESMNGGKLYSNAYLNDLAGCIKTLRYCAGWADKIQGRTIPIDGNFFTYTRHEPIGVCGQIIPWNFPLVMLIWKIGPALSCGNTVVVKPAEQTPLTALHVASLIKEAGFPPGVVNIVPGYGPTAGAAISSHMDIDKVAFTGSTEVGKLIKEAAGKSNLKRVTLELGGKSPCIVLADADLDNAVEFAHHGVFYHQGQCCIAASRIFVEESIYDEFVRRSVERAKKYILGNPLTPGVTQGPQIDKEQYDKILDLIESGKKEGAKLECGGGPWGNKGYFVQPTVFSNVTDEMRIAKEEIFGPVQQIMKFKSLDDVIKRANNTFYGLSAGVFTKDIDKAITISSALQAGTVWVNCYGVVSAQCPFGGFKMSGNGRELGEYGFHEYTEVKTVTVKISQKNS
* = called active by the depositor; i = inactive; ? = inconclusive; nt = not tested or not shown; [ ] = dose if it differs, or a comment. Unless noted, calls come from the whole dose curve; as a rule, active = well fitted curve in the direction sought with a large enough effect; inconclusive = small, poorly fitted or top-dose-only effect, or another doubt; inactive = no such curve, though single readings can be large; an effect the other way counts as inactive or inconclusive. Potency is the fitted concentration of half-maximal effect. Not all compounds are listed. The share of hits here may be higher or lower than overall.

SMILES | RECQ1 helicase | TexasRed fluor | LMNA splice mod | TRb-SRC2 inh | JMJD2E inh | GoLoco inh red | SMN2 splice up | ALDH1A1 block
S=C(Nc1ccccc1)Nc1ccc(Cl)cc1Cl | -5% | 1% | -6% | 3% | 7% | -1% | 26% | 7.9µM*
O=C(O)CCSc1nnc(-c2ccccc2)n1-c1ccccc1 | -5% | -4% | -6% | -5% | 2% | 6% | 0% | 14%
CCc1ccc(Nc2nnc(SCC(=O)c3ccc4c(c3)NC(=O)CO4)s2)cc1 | 20% | 2% | nt | -8% | 0% | 61%[activator] | ? | 3.5µM*
CCOC(=O)c1c(NC(=O)CN2CCN(C(=O)c3ccco3)CC2)sc2c1CCCC2 | -12% | -2% | ? | 7% | ? | 3% | -62%[inhibitor] | 24µM*
Cc1oc2nc(SCC(=O)NCc3cccnc3)nc(N)c2c1C | -8% | -2% | -2% | -1% | 3% | 6% | 47% | -6%
CC(C)c1cc(C(=O)N2CCCC(CCC(=O)N3CCN(c4ccccn4)CC3)C2)no1 (configuration not stated) | 11% | -1% | nt | 1% | ? | 5% | nt | nt
O=[N+]([O-])c1c(NCCCO)cc(Sc2nc3ccccc3s2)c2nonc12 | -4% | -10% | ? | -5% | -2% | -34% | -16% | 16µM*
COC(=O)/C=C(\C)NC(=O)c1cccs1 | -10% | -1% | 2% | -5% | 4% | -11% | 3% | 8%
CCCNC(=O)OC[C@H]1O[C@H](CCO/N=C/[C@@H](NS(=O)(=O)c2ccc(C)cc2)[C@H](C)/C=C/CC(=O)OC)C=C[C@@H]1Oc1ccc(OC)cc1 | -17% | -3% | ? | 0% | -19% | 3% | -16% | ?
COc1ccc(-c2nn(-c3ccccc3)cc2/C=N/NC(=O)c2cccc(S(=O)(=O)Nc3ccccc3Cl)c2)cc1 | -4% | 1% | ? | -2% | ? | -15% | 11% | ?
O=C(CN1CCOCC1)Nc1scc(-c2ccccc2)c1C(=O)N1CCOCC1 | 7% | -5% | 14% | -6% | 0% | -4% | -8% | -27%
CC(=O)N(Cc1ccc(F)cc1)C1=C(NCCc2ccccc2)C(=O)c2ccccc2C1=O | -3% | 1% | ? | 2% | ? | 28% | -105%[inhibitor] | ?
COc1ccc(-c2cn3c(C)c(C(=O)N4CCN(c5ccc(F)cc5)CC4)sc3n2)cc1 | -5% | -2% | 1% | -1% | 9% | 1% | -34%[inhibitor] | 5%
O=C(CN1CCN(S(=O)(=O)c2ccccc2)CC1)Nc1ccc2c(c1)CCC2 | 7% | -1% | ? | 3% | 0% | -18% | -44% | 1%
CC1(C)OC(=O)C(=CNc2ccccc2F)C(=O)O1 | -1% | -3% | -1% | -4% | -3% | 3% | ? | ?
CCCNC(=O)NC(=O)COC(=O)CC(NC(N)=O)c1ccc(Cl)cc1 (configuration not stated) | 0% | -3% | 3% | 6% | -4% | 8% | nt | -7%
O=C(Nc1ccc(Cl)cc1)N1CCN(Cc2ccc3c(c2)OCO3)CC1 | -5% | -1% | nt | 3% | -22% | -10% | nt | nt
Cc1ccc(-c2ccnc3nc(Sc4ncc(C(F)(F)F)cc4Cl)nn23)cc1 | -5% | -5% | 17% | -4% | ? | -21% | -15% | ?
Nc1nnc(CC(=O)N/N=C/c2ccc(-c3ccccc3)o2)s1 | -15% | -4% | ? | 5% | ? | -4% | -1% | -11%
COc1ccc(C2CC(=O)c3cnc(N4CCc5ccccc54)nc3C2)c(OC)c1 (configuration not stated) | i | -4% | nt | -4% | ? | 6% | -5% | 12%
Cc1cc(=O)oc2cc(OCC(=O)NCc3ccccn3)ccc12 | 0% | -1% | -4% | -5% | -6% | -36% | -11% | ?
CNC(=S)Nc1ccc([N+](=O)[O-])c(C)c1 | -2% | 1% | nt | 5% | 7% | 6% | -10% | ?
Cc1c(C(=O)OC2CCC(C)CC2)[nH]c2c1C(=O)CCC2 (configuration not stated) | 1% | -1% | ? | 9% | -2% | 3% | 2.5µM* | ?
CC(=O)Nc1c(C(=O)NCc2ccccc2)nnn1Cc1ccccc1 | i | 2% | -1% | 3% | -3% | -2% | 9% | 1%
O=C(COC(=O)C12CC3CC(CC(O)(C3)C1)C2)NCCc1ccc(Cl)cc1 | -4% | -2% | nt | -4% | 4% | 15% | -14% | 0%
COc1ccc(-c2csc3nc(-c4ccccc4F)oc(=O)c23)cc1OC | -10% | 7% | ? | 19% | 0% | 50%[activator] | -48%[inhibitor] | ?
CCOC(=O)c1nc(C)n(-c2cc(OC)c(Cl)cc2Cl)n1 | -1% | -2% | 11%[46 µM] | -6% | 3% | 3% | 1% | 4%
Cc1nc(NCc2ccco2)[nH]c(=O)c1CCC(C)C | 0% | -2% | 1% | -13% | -3% | -1% | -12% | 5%
CCOC(=O)c1c(C)[nH]c(C(=O)OCC(=O)Nc2cc(C)ccc2OC)c1C | i | 2% | 8% | 1% | 0% | 2% | ? | 7%
CN(CC(=O)N1CCN(c2ncccn2)CC1)S(=O)(=O)c1ccc(Cl)cc1 | -1% | -1% | nt | -9% | 2% | 3% | nt | -12%

Entries of single compounds from above. Order of screens: RECQ1 helicase, TexasRed fluor, LMNA splice mod, TRb-SRC2 inh, JMJD2E inh, GoLoco inh red, SMN2 splice up, ALDH1A1 block
Profile of Nc1nnc(CC(=O)N/N=C/c2ccc(-c3ccccc3)o2)s1 → -15%, -4%, ?, 5%, ?, -4%, -1%, -11%
Profile of COc1ccc(-c2csc3nc(-c4ccccc4F)oc(=O)c23)cc1OC → -10%, 7%, ?, 19%, 0%, 50%[activator], -48%[inhibitor], ?

New compounds follow.
SMILES | RECQ1 helicase | TexasRed fluor | LMNA splice mod | TRb-SRC2 inh | JMJD2E inh | GoLoco inh red | SMN2 splice up | ALDH1A1 block
CC1(C)CC(N2CCCC2)=CC(=[N+]2CCCCC2)C1 | -9% | -3% | nt | 3% | -3% | 6.3µM* | -43%[inhibitor] | -2%
C#CCOCCOCCOCCNc1nc(N2CCN(C(=O)[C@H](CCC(=O)O)n3cc(C(N)Cc4ccc(O)cc4)nn3)CC2)nc(N2CCN(C(=O)[C@H](CCC(=O)O)n3cc(C(N)[C@H](C)CC)nn3)CC2)n1 (some centres not stated) | -21% | -2% | nt | 1% | -2% | 3% | nt | -6%
Cc1c(C(=O)NCCSc2ccc(Cl)cc2)cccc1[N+](=O)[O-] | -8% | 2% | -13% | -6% | -8% | -10% | -25% | -12%
Cn1cnnc1SCC(=O)N1N=C(c2ccc(Cl)cc2)CC1c1ccco1 (configuration not stated) | i | -2% | nt | -10% | 2% | 0% | -28% | 3%
O=C(O)Cn1cc(C(=S)N2CCOCC2)c2ccccc21 | 1% | 2% | 7% | -2% | 0% | 1% | nt | 19µM*
CCOc1ccccc1NS(=O)(=O)c1ccc(Br)s1 | -7% | -1% | ? | 1% | 6% | 2% | 4% | -12%
O=C(OCC(=O)N1CCN(C(=O)c2ccco2)CC1)c1cccc(S(=O)(=O)N2CCc3ccccc32)c1 | -7% | -2% | -13%[46 µM] | -4% | 6% | 10% | 5% | -11%
O=C(COC(=O)CN1C(=O)C(=O)c2ccccc21)OCN1C(=O)c2ccccc2C1=O | -1% | -2% | -5% | 12% | 8% | -7% | -15% | 0.089µM*
Cc1ccc(C2=NOC3(CC(=O)N(c4ccccc4)C3=O)C2)cc1 (configuration not stated) | i | -1% | nt | -2% | -3% | 8% | nt | 1%
Cc1ccc(C)c(NC(=S)NCCc2ccc(F)cc2)c1 | -15% | -6% | 3% | 3% | 4% | nt | nt | 12%
Cc1ccc(OCCN2CCN(c3ncnc4sc(C)c(C)c34)CC2)cc1 | -2% | 0% | ? | 6% | 4% | 6% | -92%[inhibitor] | -4%
COCCOc1cc(NC(=O)CS(=O)(=O)CC(=O)N(C)C)c(Cl)cc1Cl | i | -3% | nt | -2% | 1% | -1% | nt | 6%
O=C(NC1CCCCC1)c1ccc(-n2cnnn2)cc1 | i | 0% | nt | -4% | 1% | 4% | nt | nt
C=CCNC(=O)C1CC2Cn3c(nc4cc5ccccc5cc43)C2N1C (configuration not stated) | 6% | 0% | nt | -4% | -6% | -27% | nt | nt
Cc1nn(CC(=O)NNC(=O)c2ccccc2F)c([N+](=O)[O-])c1Br | -4% | -2% | nt | -10% | -1% | 5% | nt | 0%
CCCCCC(=O)Nc1cccc(C2=NOC3(C2)C[C@H](C(N)=O)N(C(=O)COc2ccc(Cl)cc2)C3)c1 (some centres not stated) | i | -3% | nt | 11% | -15% | 3% | nt | nt
O=C(Nn1cnc2ccccc2c1=O)c1ccc([N+](=O)[O-])cc1Cl | -2% | 3% | ? | 8% | 2% | 9% | 18% | 2%
O=C(NCCCn1ccnc1)c1ccccc1NS(=O)(=O)c1ccc(F)c(F)c1 | -1% | -4% | -6% | 7% | 4% | -12% | 34% | ?

Eight entries out of the list, arranged by length of the SMILES, high to low:
SMILES | RECQ1 helicase | TexasRed fluor | LMNA splice mod | TRb-SRC2 inh | JMJD2E inh | GoLoco inh red | SMN2 splice up | ALDH1A1 block
O=C(OCC(=O)N1CCN(C(=O)c2ccco2)CC1)c1cccc(S(=O)(=O)N2CCc3ccccc32)c1 | -7% | -2% | -13%[46 µM] | -4% | 6% | 10% | 5% | -11%
Cc1nn(CC(=O)NNC(=O)c2ccccc2F)c([N+](=O)[O-])c1Br | -4% | -2% | nt | -10% | -1% | 5% | nt | 0%
O=C(Nn1cnc2ccccc2c1=O)c1ccc([N+](=O)[O-])cc1Cl | -2% | 3% | ? | 8% | 2% | 9% | 18% | 2%
Cn1cnnc1SCC(=O)N1N=C(c2ccc(Cl)cc2)CC1c1ccco1 (configuration not stated) | i | -2% | nt | -10% | 2% | 0% | -28% | 3%
Cc1ccc(C2=NOC3(CC(=O)N(c4ccccc4)C3=O)C2)cc1 (configuration not stated) | i | -1% | nt | -2% | -3% | 8% | nt | 1%
C=CCNC(=O)C1CC2Cn3c(nc4cc5ccccc5cc43)C2N1C (configuration not stated) | 6% | 0% | nt | -4% | -6% | -27% | nt | nt
O=C(O)Cn1cc(C(=S)N2CCOCC2)c2ccccc21 | 1% | 2% | 7% | -2% | 0% | 1% | nt | 19µM*
CCOc1ccccc1NS(=O)(=O)c1ccc(Br)s1 | -7% | -1% | ? | 1% | 6% | 2% | 4% | -12%
